# Xi reactivation = activators of inactive X chromosome reactivation, primary screen, imaging, XiGFP fibroblasts, GFP high-content imaging, set 2. XiGFP mouse fibroblasts, % GFP-positive cells imaging, 3 d; cells co-treated with 5-aza-dC sensitizer; scaled so ellipticine positive control = 100%. activation, % at 7.58 µM. 0.055% of 360,000 active;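 active means mean normalized replicate activation at least 10% and every replicate at or above 10%; inconclusive means only one of the two criteria met; inactive means mean below 10% and not all replicates reach 10%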;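 further: 0% = median of on-plate neutral control wells and 100% = ellipticine 6 µM median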
#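 Material: SV40-immortalized XiGFP fibroblast cells, line 68-5-11 | Buffer or medium: DMEM containing 5-aza-dC | Dosing: One concentration, pinned | Times: 3 d treatment, 15 min room-temperature fixation | Controls: Ellipticine 6 µM positive control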
# EWS-Fli inh = EWS/Fli-driven NR0B1 reporter inhibitors, primary screen, A673 cells, NR0B1 luciferase, luminescence, MLPCN library. viability-normalised. inhibition, % at 12.6 µM. 0.67% of 350,000 active. AID 651661, 2012;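 active means mean inhibition of at least 50% after viability correction, with every replicate also passing that limit; inconclusive means mean reaches 50% but only one of two replicates passes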;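 further: firefly luciferase signal divided by Alamar Blue viability fluorescence both relative to DMSO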
# esBAF inh = Bmi1 luciferase reporter increase in mESCs, primary screen, esBAF inhibitor project, mouse ES cells, Bmi1 luciferase knock-in, single point; 24 h; 100% = twice the neutral-well signal; reporter increase, % at 12.5 µM; 2% of 350,000 active; AID 602393, 2012; in the data active means activation above about 40%; inconclusive means no clear call, values can overlap the other calls;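 further: 0% = median of the plate's neutral control wells and 100% = double that signal; a rise in the Bmi1 reporter signal indicates esBAF inhibition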
# FN deposit inh = inhibitors of fibronectin matrix deposition, primary screen, AH1F cells, Alexa488-fibronectin fluorescence, plate reader. AH1F fibroblasts, overnight. inhibition, % at 12.6 µM. 0.086% of 350,000 active;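 active means mean inhibition across replicates of 30% or more, regardless of how many single replicates reach that level; inconclusive means mean under 30% yet at least half of replicates reach 30%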;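 further: positive control wells lacked labelled fibronectin entirely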
#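 Material – AH1F fibroblast monolayer, labelled fibronectin deposition · Reagent – labelled fibronectin 24 nM · Timing – 1 h adhesion, overnight exposure · Measured by – fluorescence at 485 nm excitation, 525 nm emission · Read-out – inhibition of fibronectin deposition signal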
# E-selectin induc = E-selectin induction in HUVECs, primary screen, imaging, HUVEC, immunofluorescence imaging, single point. normalized: neutral wells 0, TNF-alpha wells 100. activation, % at 7.58 µM. 0.37% of 260,000 active;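 active means mean E-selectin-positive cell signal at least 10% of the positive control, reached in at least 60% of replicates, without over 20% cell loss; inconclusive means no rule given, readout overlaps actives, possibly toxicity-flagged; inactive means the rest, including those meeting only one limit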;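 further: in these data hits start at about 27%; measured in HUVEC primary endothelial cells; signal is the percent of cells scored E-selectin positive by PE staining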
# Target sequence (P16581 whole entry, looked up): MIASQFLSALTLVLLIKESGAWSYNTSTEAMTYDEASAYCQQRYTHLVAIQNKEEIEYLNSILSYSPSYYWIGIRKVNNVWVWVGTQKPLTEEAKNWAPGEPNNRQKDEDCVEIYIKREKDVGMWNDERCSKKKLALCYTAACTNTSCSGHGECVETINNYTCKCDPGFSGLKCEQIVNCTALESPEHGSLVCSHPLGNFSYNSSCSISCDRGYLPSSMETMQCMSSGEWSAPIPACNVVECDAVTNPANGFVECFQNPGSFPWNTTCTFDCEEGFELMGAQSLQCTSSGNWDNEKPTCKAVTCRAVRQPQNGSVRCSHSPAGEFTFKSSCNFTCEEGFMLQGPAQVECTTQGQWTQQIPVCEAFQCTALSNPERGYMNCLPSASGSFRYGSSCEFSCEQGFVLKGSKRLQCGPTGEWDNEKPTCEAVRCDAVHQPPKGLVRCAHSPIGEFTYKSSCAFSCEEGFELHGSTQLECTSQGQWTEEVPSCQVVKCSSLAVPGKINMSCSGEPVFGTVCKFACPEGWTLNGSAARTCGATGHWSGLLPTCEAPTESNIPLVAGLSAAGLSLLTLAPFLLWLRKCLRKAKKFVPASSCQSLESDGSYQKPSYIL
#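 Test system – human umbilical vein endothelial cells (HUVEC), E-selectin induction · Input – 3,000 HUVEC seeded per well · Buffer or medium – EGM-2, gelatin · Compound dosing – single-point compound dose · Detection – immunofluorescence imaging · Measure – percent E-selectin-positive cells · Controls – TNF-alpha high, DMSO low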
# RAD54 inh = inhibitors of human RAD54 branch migration, primary screen, biochemical, fluorescence, single point | RAD54 Holliday junction branch migration, FAM/BHQ fluorescence | inhibition, % at 10.4 µM | AID 602329, 2012 | DNA repair and recombination protein RAD54-like (Homo sapiens), Q92698 | 0.14% of 360,000 active;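 active means mean normalized replicate activity at least 40 and at least half of replicates scoring 40 or more; inconclusive means only one of the two criteria met; inactive means mean below 40 and under half of replicates reaching 40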;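 further: 0% = median of neutral control wells and 100% = median of positive control wells; inhibitors cause a drop in the FAM fluorescence signal; in these data hits start at about 50%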
# S100A4 MyoIIA = inhibitors of S100A4-myosin IIA peptide binding, primary screen, biochemical, fluorescence polarization, TAMRA-MyoIIA peptide; AID 652163, 2013; 0.14% of 360,000 active; Protein S100-A4 (Homo sapiens), P26447; inhibition, % at 10.7 µM;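 active means mean inhibition of at least 70% across replicates, with every replicate also reaching that level; inconclusive means mean inhibition reaches 70% but some replicates fall short; inactive means mean inhibition below 70%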
#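 Test system – S100A4 monomer (human) · Compound – single-point compound testing · Schedule – 5 min incubation before reading · Probe or stimulus – TAMRA-labelled myosin IIA heavy-chain peptide probe, 5 nM · Benchmarks – neutral control DMSO, positive control TFP · Medium – Calcium-containing HEPES buffer, pH 7.2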
# RAD52 inh = RAD52 DNA annealing inhibitors, primary screen, biochemical, FRET, single point, set 2; 0.46% of 360,000 active; recombinant RAD52 DNA annealing, FRET fluorescence; inhibition, % at 18.7 µM; DNA repair protein RAD52 homolog (Homo sapiens), P43351;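 active means every replicate showing at least 50% inhibition; inconclusive means mean inhibition at least 50% but not in every replicate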
# Target sequence (P43351 whole entry, looked up): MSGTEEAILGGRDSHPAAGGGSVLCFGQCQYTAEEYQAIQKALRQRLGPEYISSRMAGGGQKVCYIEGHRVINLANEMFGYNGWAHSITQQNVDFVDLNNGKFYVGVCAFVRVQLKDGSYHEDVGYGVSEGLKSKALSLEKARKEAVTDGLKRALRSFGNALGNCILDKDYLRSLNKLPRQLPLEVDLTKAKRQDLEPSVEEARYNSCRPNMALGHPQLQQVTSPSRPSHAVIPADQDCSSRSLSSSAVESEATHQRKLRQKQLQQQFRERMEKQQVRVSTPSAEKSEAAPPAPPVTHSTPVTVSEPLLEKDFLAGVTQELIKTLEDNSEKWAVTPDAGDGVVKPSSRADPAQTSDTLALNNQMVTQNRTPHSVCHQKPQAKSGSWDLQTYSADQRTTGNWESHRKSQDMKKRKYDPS
# Starred values were filed as active, the others as inactive; u = inconclusive; x = not tested or not shown; & = joins results of further samples.
compound	EWS-Fli inh	RAD52 inh	S100A4 MyoIIA	RAD54 inh	Xi reactivation	esBAF inh	E-selectin induc	FN deposit inh
COc1ccc(C(=O)C2CCCN(C(=O)c3ccccc3C(C)=O)C2)cc1F (configuration not stated)	-13	-8	-2	x	0.0	x	-0.1	-3
Cc1noc(C)c1NC(=O)Nc1ccc2c(c1)C(=O)N([C@H](C)CO)C[C@@H](C)[C@@H](CN(C)S(=O)(=O)c1c(C)noc1C)O2	-7	-14	5	-4	-1.0	3	-3.1	-8
CCOc1ccc(S(=O)(=O)N(C)c2ccc(OCC(=O)Nc3nccs3)cc2)cc1	6	-26	-1	x	0.0	x	x	x
CCNC(=O)C1(C)CCCN(C(=O)c2ccc(F)c(C)c2)C1 (configuration not stated)	-2	-5	3	9	-0.1	-2	0.1	-1
O=C(Nc1ccccc1)Nc1ncc([N+](=O)[O-])s1	14	-7	4	x	0.3	-74	x	7
COC(=O)Cn1c(=O)c2c(nc3n2CCCN3CCc2ccccc2)n(C)c1=O	4	-16	-1	0	0.3	12	x	7
CCc1nc2ccc(C(=O)Nc3cccc(OCC(=O)N(C)C)c3)cn2c1N(C)Cc1cc2ccccc2s1	3	-92	8	-9	-0.1	1	2.9	14
CC(C)CCC[C@](C)(O)c1ccc(C(=O)O)cc1O	-5	-26	-2	x	0.1	x	-1.3	-5
Cc1noc(C)c1S(=O)(=O)N(C)C[C@H]1OCCCC[C@@H](C)Oc2ccc(NC(=O)Nc3ccc(C(F)(F)F)cc3)cc2C(=O)N([C@@H](C)CO)C[C@H]1C	1	10	20	7	0.2	-5	1.5	x
CN1CCN(c2ccc(S(=O)(=O)N3CCCCC3)cc2NC(=O)Cc2c(F)cccc2Cl)CC1	10	6	14	-20	-0.1	2	x	-2
Nc1ncnc2c1ncn2C1OC(C(=O)NC2CC2)C(O)C1O (configuration not stated)	-2	-1	1	-9	0.1	-2	0.1	9
COc1ccc(CNC(=O)CCn2ccc3cc(S(=O)(=O)N4CCCC4)ccc32)cc1	x	-9	1	0	0.0	-6	0.2	-3
O=S(=O)(c1ccc(F)cc1)N1CC[C@@H]2[C@H]1c1cc(C#CC3CCCCC3)ccc1N[C@@H]2CO	x	-25	6	x	0.3	x	1.2	-9
CC(C)C(C(=O)NCC1CCCO1)N(C(=O)CNS(=O)(=O)c1ccccc1)c1ccc(F)cc1 (configuration not stated)	x	-16	-1	11	0.2	4	x	-3
Cc1cccc(NC(=O)Nc2ccc(S(=O)(=O)Nc3onc(C)c3C)cc2)c1	-65	-9	-2	-10	0.0	32	0.4	37*

# Compound profiles (already shown). Order of values: EWS-Fli inh | RAD52 inh | S100A4 MyoIIA | RAD54 inh | Xi reactivation | esBAF inh | E-selectin induc | FN deposit inh
# Cc1cccc(NC(=O)Nc2ccc(S(=O)(=O)Nc3onc(C)c3C)cc2)c1 is entered as -65 | -9 | -2 | -10 | 0.0 | 32 | 0.4 | 37*
# CC(C)CCC[C@](C)(O)c1ccc(C(=O)O)cc1O is entered as -5 | -26 | -2 | x | 0.1 | x | -1.3 | -5
# Cc1noc(C)c1NC(=O)Nc1ccc2c(c1)C(=O)N([C@H](C)CO)C[C@@H](C)[C@@H](CN(C)S(=O)(=O)c1c(C)noc1C)O2 is entered as -7 | -14 | 5 | -4 | -1.0 | 3 | -3.1 | -8
# CN1CCN(c2ccc(S(=O)(=O)N3CCCCC3)cc2NC(=O)Cc2c(F)cccc2Cl)CC1 is entered as 10 | 6 | 14 | -20 | -0.1 | 2 | x | -2
# COc1ccc(CNC(=O)CCn2ccc3cc(S(=O)(=O)N4CCCC4)ccc32)cc1 is entered as x | -9 | 1 | 0 | 0.0 | -6 | 0.2 | -3

# Going on with the list:
compound	EWS-Fli inh	RAD52 inh	S100A4 MyoIIA	RAD54 inh	Xi reactivation	esBAF inh	E-selectin induc	FN deposit inh
CCCc1cc(Nc2ccccc2C)n2ncnc2n1	1	-18	-2	2	-0.1	-7	x	-6
CC(C)c1nc(SCC(=O)N2CCN(c3ccccc3)CC2)c2c(=O)n(C)c(=O)n(C)c2n1	3	-1	-3	10	0.0	1	-0.6	-1
Cc1ccc(C(=O)N/C(=C\c2ccc(-c3ccccc3[N+](=O)[O-])o2)C(=O)NCCN(C)C)cc1	22	-30	-13	-7	0.0	-2	x	8
Cn1c(Nc2ccccc2)nc2ccccc21	-42	-18	-4	8	0.0	36	x	6
C[C@H](CO)N1C[C@H](C)[C@@H](CN(C)S(C)(=O)=O)Oc2ncc(/C=C/c3ccccc3)cc2C1=O	-2	0	-4	-2	0.8	-9	1.3	-5
CCCNC(=O)Nc1ccc2c(c1)C(=O)N(C)C[C@H](OC)[C@H](C)CN(CC1CCCC1)[C@@H](C)CO2	2	x	x	x	0.1	-1	0.1	1
COc1cccc2cc(-c3nc4ccccc4[nH]3)c(=O)oc12	-75	-15	2	-10	0.0	11	x	-12
O=C1CCc2cc(NS(=O)(=O)c3ccccc3)cc3c2N1CC3	-34	-2	-6	x	0.0	-3	0.1	-3
Cc1ccc(NC(=O)c2ccc3c(c2)S(=O)(=O)c2ccccc2C3=O)cc1S(=O)(=O)N1CCOCC1	2	-7	0	0	0.6	-8	0.1	3
CC=Cc1ccc2n(c1=O)C[C@@H]1[C@@H](CO)[C@H](C(=O)N(C)C)N(CC3CC3)[C@H]21 (mixture of isomers)	0	-9	4	-11	0.0	-5	-0.2	x
COCCn1c(SCC(=O)Nc2ccc3c(c2)OCCO3)nc2ccccc2c1=O	-27	-14	0	5	0.2	12	0.1	5
CCCN(C)C[C@H]1OCCCC[C@H](C)Oc2ccc(NC(=O)NC3CCCCC3)cc2C(=O)N([C@@H](C)CO)C[C@H]1C	2	0	-39	6	0.3	-7	2.0	x
O=C(Nc1ccccc1)Nc1ccc2ccccc2n1	-27	-10	-3	-3	0.0	-5	0.4	-3
O=C(c1ccc2c(c1)OCO2)N1CCCCN2[C@H](CO)[C@H](c3ccc(-c4ccccc4)cc3)[C@H]2C1	x	12	0	-9	0.0	x	0.5	x
COc1ccc(-n2c(SCC(=O)Nc3nccs3)nnc2-c2ccc(Cl)cc2)cc1	0	-8	3	x	0.0	x	0.2	-1
COc1ccccc1C(=O)NC(=O)COC(=O)C1CC2CCCC(C1)C2=O (configuration not stated)	-2	11	1	0	0.3	-10	-3.6	0
COc1ccc(CC(=O)N(Cc2ccccc2)c2cccc(C)c2)cc1OC	x	-11	0	-6	0.0	0	-0.9	2
Cc1ccc([N+](=O)[O-])cc1N/C=C1\CCCCC1=O	-70	-77	6	4	0.0	-3	x	-5
Nc1ccc(C(CC(=O)O)n2cccc2)cc1 (configuration not stated)	5	-15	-9	-8	0.9	0	x	4
Cc1cc(C)c(C)c(S(=O)(=O)NCCCN2CCCC2=O)c1C	-9	-18	-8	-4	0.2	x	-4.5	-1
O=C(COc1ccc2ccccc2c1)N/N=C/c1ccccn1	4	-14	-4	-2	0.0	1	x	-4
COc1cc(NC(=O)CSc2nc3[nH]ncc3c(=O)n2-c2ccccc2C)cc(OC)c1OC	-1	-5	2	x	0.0	x	-0.9	-7
COc1cccc(NC(=O)Cn2nnc(C(=O)NCc3cccs3)c2N)c1	4	-12	2	0	0.0	-5	x	1
Cc1cc(C)nc(NC(=O)c2cc3ccccc3o2)n1	-13	-4	8	-5	x	-4	x	x
COc1ccc(S(=O)(=O)Nc2ccc3c(c2)CC(=O)N([C@@H](C)CO)C[C@@H](C)[C@H](CN(C)C(=O)Nc2ccc(C(F)(F)F)cc2)O3)cc1	2	19	-26	-6	0.2	0	-1.8	x
O=C(Cn1cc(C(F)(F)F)ccc1=O)N/N=C/c1ccccc1O	-19	1	3	3	0.2	2	2.3	12
Brc1cccc(OCCN2CCOCC2)c1	1	-15	5	6	0.1	14	x	-5
Cc1ccc(C(=O)Nc2cc(C(F)(F)F)ccc2-n2cncn2)o1	4	-2	-1	0	0.2	-3	1.5	16
COc1cccc(CNC(=O)CCS(=O)(=O)c2ccc3c(c2)NC(=O)C(C)S3)c1 (configuration not stated)	-1	-12	1	5	0.0	-5	x	1
Nc1ccc(C=Cc2ccc(N)cc2)cc1	10	-23	-13	1	-0.3	14	0.2	3
COC(=O)C[C@H]1CC[C@H](NC(=O)Nc2ccc(C(F)(F)F)cc2)[C@@H](CO)O1	-4	11	29	4	0.2	3	7.6	7
Cc1nc(Cl)c(Cl)n1CCOc1ccccc1	10	-7	-4	-7	-0.1	x	x	10
C#CCNC(=O)C1=C[C@@H](c2coc3ccccc3c2=O)C[C@@H](OCCCCO)O1	-4&1	-7&5	1&24	-3	-0.1	7	0.0	6
CC(=O)c1sc(Nc2ccc3c(c2)OCO3)nc1C	-57	7	3	5	x	47*	-1.7	10
COc1ccc(/C=C/C(=O)OCn2c(SC)nnc(C)c2=O)cc1OC	7	6	4	x	0.0	x	x	-14
CCOC(=O)C1CCN(C2=C(NS(=O)(=O)c3ccc(Cl)cc3)C(=O)c3ccccc3C2=O)CC1	-5	-18	u	x	-0.1	-3	x	5
CCN(CC)Cc1nc2sc(C)c(C)c2c(=O)[nH]1	-8	-10	-5	-9	0.1	-9	x	11
Fc1ccccc1-c1nnc2ccc3ccccc3n12	-12	-6	-20	3	0.1	1	-0.1	5
CC(=O)Nc1c(-c2cc(=O)oc3cc(C)ccc23)oc2ccccc12	-2	5	0	10	0.0	3	0.1	1
C/C(=N\Nc1ccc([N+](=O)[O-])cc1)c1ccc(N2CCOCC2)cc1	-21	-7	0	-2	-0.1	12	x	2
CCc1nc2c(OCC(N)=O)cccn2c1N(C)C(=O)c1ccc(OC)cc1	-3	2	1	2	0.1	-9	-1.4	x
CCOC(=O)C1CCCN(C(=O)c2ccc(OC)c([N+](=O)[O-])c2)C1 (configuration not stated)	x	x	x	5	-0.1	-7	x	6
Cc1cccc(S(=O)(=O)N[C@@H]2CC[C@H](CCn3cc(-c4ccccn4)nn3)O[C@@H]2CO)c1	-3	-9	1	0	0.0	2	-0.2	-9
